# TRPC6 inhibitor: mouse TRPC6 channel inhibitors, primary screen, cell-based, HEK293, membrane potential dye; Short transient receptor potential channel 6 (Mus musculus), Q61143; ACh-evoked depolarization; stronger effect = lower value; B-score at 10 µM; 1.1% of 310,000 active;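 active = B-score under library mean minus 3 SD, initial fluorescence not abnormally high, positive integrated signal ratio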;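 note: B-score derived from integrated fluorescence ratio over the kinetic read; more negative B-score means stronger inhibition of depolarization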
# Target sequence (Q61143 whole entry, looked up): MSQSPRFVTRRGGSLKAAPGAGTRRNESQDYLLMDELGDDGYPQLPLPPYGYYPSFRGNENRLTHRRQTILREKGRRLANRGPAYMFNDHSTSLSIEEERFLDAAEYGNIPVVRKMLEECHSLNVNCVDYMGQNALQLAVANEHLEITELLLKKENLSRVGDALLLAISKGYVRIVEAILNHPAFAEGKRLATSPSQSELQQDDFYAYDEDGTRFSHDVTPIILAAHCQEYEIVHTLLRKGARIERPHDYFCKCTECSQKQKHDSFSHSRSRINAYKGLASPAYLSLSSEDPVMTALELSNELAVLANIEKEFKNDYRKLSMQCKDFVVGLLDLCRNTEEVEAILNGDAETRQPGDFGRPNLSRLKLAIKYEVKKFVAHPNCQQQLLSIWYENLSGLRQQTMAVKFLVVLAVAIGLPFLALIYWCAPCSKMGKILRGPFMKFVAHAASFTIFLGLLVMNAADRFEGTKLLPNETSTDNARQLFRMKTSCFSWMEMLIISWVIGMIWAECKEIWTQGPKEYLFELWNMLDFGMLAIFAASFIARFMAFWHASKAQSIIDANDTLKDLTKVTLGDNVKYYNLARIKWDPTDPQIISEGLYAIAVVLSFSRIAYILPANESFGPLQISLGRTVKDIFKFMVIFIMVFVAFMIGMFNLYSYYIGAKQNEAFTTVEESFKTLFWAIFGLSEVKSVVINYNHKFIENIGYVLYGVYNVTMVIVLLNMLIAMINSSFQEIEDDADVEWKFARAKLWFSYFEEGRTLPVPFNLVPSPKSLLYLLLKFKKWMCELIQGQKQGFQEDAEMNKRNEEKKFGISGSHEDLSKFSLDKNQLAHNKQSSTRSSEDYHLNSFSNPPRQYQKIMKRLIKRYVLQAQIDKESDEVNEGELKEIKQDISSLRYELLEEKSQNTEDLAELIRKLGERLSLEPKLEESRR
# MrgX1 antagonist: antagonists of human MrgX1 receptor, primary screen, HEK293 cells, Fluo-4 calcium flux; 1.3% of 310,000 active; BAM8-22 antagonism; stronger effect = lower value; B-score at 10 µM;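 active = calcium-response B-score plate-corrected more than 3 library SD below zero, starting fluorescence within 5 deviations, no agonist response on first addition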;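 note: peak minus trough fluorescence over baseline after final BAM8-22 challenge near maximal dose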
# MrgX1 ag: agonists of human MrgX1 receptor, primary screen, HEK293 cells, Fluo-4 calcium flux. B-score at 10 µM. 0.44% of 310,000 active. Fluo-4 calcium fluorescence, agonist mode; stronger effect = higher value;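 active = calcium response B-score plate-corrected fluorescence ratio at least 3 library SD, with starting fluorescence B-score inside 5 SD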
#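 Material: HEK293 cells stably expressing human MrgX1 receptor | Quantity: 15,000 cells per well | Times: Cells plated overnight, dye loaded 0.5 h 37 °C, 0.5 h room temperature | Measured by: Kinetic Fluo-4 NW fluorescence of intracellular calcium | Control set: Positive and negative controls per plate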
# TRPC4 inh: inhibitors of mouse TRPC4 channel, primary screen, Fluo4 calcium, HEK293 TRPC4beta/mu-opioid cells; Short transient receptor potential channel 4 (Mus musculus), Q9QUQ5; DAMGO-evoked Fluo4 calcium flux; stronger effect = lower value; B-score at 10 µM; 0.39% of 300,000 active; AID 2247, 2010;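 active = B-score over 3 SD under the library average, no early fluorescence shift, positive overall ratio signal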
#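 Assay system: TRPC4beta/mu-opioid receptor HEK293 cell line; compound dosing: single concentration per test compound; detection: Fluo4 Ca2+ flux fluorescence; evaluation: per-well B score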
# TRPC4 agonist: activators of mouse TRPC4 channel, primary screen, Fluo4 calcium, HEK293 TRPC4beta/mu-opioid cells | AID 2237, 2010 | Fluo4 calcium fluorescence; stronger effect = higher value | 0.49% of 310,000 active | Short transient receptor potential channel 4 (Mus musculus), Q9QUQ5 | B-score at 10 µM;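 active = B-score above 5 SD of library B-scores, and initial fluorescence ratio not above library mean plus 5 SD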;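 note: positive B-score marks a calcium rise read as TRPC4 activation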
#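 Assay system: HEK293 cells stably co-expressing mouse TRPC4beta and mu-opioid receptor / Timing: Fluo4 dye loading 45 min at room temperature, 110 s recording / Signal: Fluo4 calcium-sensitive dye fluorescence, kinetic, 1 Hz baseline / Read-out: integrated baseline-normalised fluorescence ratio, converted to per-well B score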
# MrgX1 allo act: positive allosteric modulators of MrgX1, primary screen, HEK293 cells, Fluo-4 calcium flux; FDSS; stronger effect = higher value; B-score at 10 µM; 0.63% of 310,000 active; AID 588675, 2011;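 active = plate-corrected calcium response at least 3 library SD above typical, normal starting fluorescence, not activating the receptor alone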;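 note: compound read alongside a low EC10 to EC30 dose of BAM8-22 agonist; peak minus trough fluorescence over baseline measured at the second addition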
# HIF act: HIF pathway transcriptional activators, primary screen, cell-based, U2OS HRE-luciferase, luminescence; U2OS HRE-luciferase reporter; normalized: DMSO 0%, desferrioxamine 100%; AID 1910, 2009; 0.32% of 300,000 active; activation, % at 7.5 µM (by protocol);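 active = mean activation of at least 10% of the iron chelator positive control signal, with at least half of replicates also reaching 10%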
# TRPC6 activator: mouse TRPC6 channel activators, primary screen, cell-based, HEK293, membrane potential dye. Short transient receptor potential channel 6 (Mus musculus), Q61143. HEK293-TRPC6 membrane potential dye fluorescence; stronger effect = higher value. B-score at 10 µM. 0.13% of 310,000 active. AID 2550, 2010;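 active = B-score of the integrated fluorescence ratio above library mean plus 3 SD, and starting fluorescence ratio within library mean plus 5 SD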;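 note: higher score means more depolarization so channel activation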
# PolyA inh: polyadenylation inhibitors in yeast reporter cells, primary screen, luminescence, S. cerevisiae. S. cerevisiae SKY197-pL101 polyadenylation reporter, beta-gal luminescence; efflux-impaired pdr1/pdr3 knockout yeast; score 100 = 6 SD above DMSO. calls only at 12 µM. 0.02% of 300,000 active;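 active = lowest replicate activity score at least 50, where 100 means six control SD above control mean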;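 note: yeast exposed to compound for 9 h at 30 °C; higher score means more reporter readthrough which indicates perturbed polyadenylation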
# AI-2 QS modul: Vibrio harveyi AI-2 quorum sensing modulators, primary screen, JMH597 strain, luminescence/OD600 ratio | AID 2094, 2009 | Vibrio harveyi JMH597 AI-2 luminescence/OD600 ratio, 9 h; stronger effect = lower value; strain lacks LuxN and CqsS sensors; 0 = neutral-control median | activity change, % at 7.5 µM | 0.4% of 300,000 active; in the data active = activity change below about -75%, passing the limit was not always enough;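 note: luminescence divided by OD600 gain over 9 h not by final OD600 alone; inactives centre near 13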
# TRPC4 potent: positive allosteric modulators of TRPC4, primary screen, cell-based, mouse TRPC4beta, HEK293 mu-opioid, Fluo-4 calcium | B-score at 10 µM | Short transient receptor potential channel 4 (Mus musculus), Q9QUQ5 | 0.42% of 310,000 active | DAMGO EC20, Fluo-4 Ca2+ flux; stronger effect = higher value;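 active = B-score of calcium response area above 5 SD of library B-scores, with initial fluorescence ratio within 5 SD of library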;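 note: B-score of integrated fluorescence ratio over time as area under calcium response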
# The depositor's hits bear a star; i = inactive; / = not tested or not shown.
nr	molecule	TRPC6 activator	TRPC4 potent	TRPC4 agonist	MrgX1 allo act	AI-2 QS modul	MrgX1 antagonist	PolyA inh	MrgX1 ag	TRPC4 inh	HIF act	TRPC6 inhibitor
1	CC1=NN(C(N)=S)C(=O)C1N=Nc1c(Cl)cc([N+](=O)[O-])cc1Cl (stereo unspecified)	i	i	i	i	14.4	i	i	i	i	-0.7	i
2	Nc1ncc(Br)cc1S(=O)(=O)NCCC(=O)N1CCN(c2ncccn2)CC1	i	i	i	i	8.2	i	i	i	i	-0.3	i
3	COc1ccccc1N1CCN(c2cc(C)nc3nc(C)nn23)CC1	i	i	i	i	68.2	i	i	i	i	-0.2	i
4	CCC(C)NC(=S)N(Cc1cc2cc(C)ccc2n2nnnc12)CC(C)(C)NC(C)C (stereo unspecified)	i	i	i	i	2.2	i	i	i	i	1.0	i
5	CCN(CCC(=O)O)c1ccccc1	i	i	i	i	26.0	i	i	i	i	-0.1	i
6	Cc1ccc(-c2nnc(Cc3ccc(Cl)cc3)o2)cc1	i	i	i	i	-36.7	i	i	i	i	2.1	i
7	O=C1C(=O)N(CCOCCO)C(c2ccccn2)/C1=C(\O)c1ccccc1 (stereo unspecified)	i	i	i	i	15.0	i	i	i	i	1.2	i
8	CCOc1ccc2c3c(c(=O)oc2c1OCC)CCCC3	i	i	i	i	7.3	i	i	i	i	1.5	i
9	Brc1cc2c(cc1/C=N/Nc1nc(N3CCCC3)nc(N3CCOCC3)n1)OCO2	i	i	i	i	15.6	i	i	i	i	0.4	i
10	CN(Cc1ccccc1)S(=O)(=O)c1ccc2c(c1)n(C)c(=O)c(=O)n2C	i	i	i	i	7.4	i	i	i	i	0.4	i
11	CC(=O)c1ccc(NC(=S)N2CCN(CCN3C(=O)c4cccc5cccc(c45)C3=O)CC2)cc1	i	i	i	i	0.1	i	i	i	i	-0.2	i
12	Cc1[nH]n(-c2ccccc2)c(=O)c1C=Nc1ccc(S(N)(=O)=O)cc1	i	i	i	i	17.4	i	i	i	i	0.1	i
13	Cn1nnc2cc(C(=O)NCc3ccc4c(c3)OCO4)ccc21	i	i	i	i	20.4	i	i	i	i	0.3	i
14	CCOC(=O)c1c(C)oc2c1c(C=NC1CCS(=O)(=O)C1)c(O)c1ccccc12 (stereo unspecified)	i	i	i	i	26.6	i	i	i	i	-1.1	i
15	Cc1nn(C)c(C)c1CN(C)C(=O)c1cc2n(n1)C(C(F)(F)F)CC(c1cccs1)N2 (stereo unspecified)	i	i	i	i	15.6	i	i	i	i	0.0	i
16	COc1cccc(CSc2nc(N)cc(N)n2)c1	i	i	i	i	-2.8	i	i	i	i	1.6	i
17	CC(=O)N1CCc2c(sc(NC(=O)C3CCN(S(=O)(=O)c4cccs4)CC3)c2C(N)=O)C1	i	i	i	i	47.8	i	i	i	i	-0.3	i
18	CNC(=S)NNC(=O)c1sccc1OCc1ccccc1	i	i	i	i	4.7	i	i	i	i	-0.3	i
19	NC(=O)/C(=N\OC(=O)c1ccco1)c1nc(-c2ccc(Br)cc2)cs1	i	i	i	i	47.9	i	i	i	i	0.9	i
20	Cc1cc(Nc2ccc(F)cc2C)n2nc(C)nc2n1	i	i	i	i	28.9	i	i	i	i	0.3	i
21	Cc1ccc(NC(=O)CSc2nnc(Cn3c(=O)sc4ccccc43)n2C)cc1Cl	i	i	i	i	-3.5	i	i	i	i	0.0	i
22	COC(=O)CSC(=S)N1C(C)CCCC1C (stereo unspecified)	i	i	i	i	36.5	i	i	i	i	-0.8	i
23	O=C(C1CCOCC1)N1CCCC(N2CCN(c3cccc(Cl)c3)CC2)C1 (stereo unspecified)	i	i	i	i	-0.2	i	i	i	i	0.4	i
24	CCOc1cc(C2C(C#N)=C(N)SC(N)=C2C#N)ccc1OCCN1CCOCC1	i	i	i	i	9.5	i	i	i	i	-0.4	i
25	C(#CCN1CCOCC1)COCCCOC(c1ccccc1)c1ccccc1	i	i	i	i	-6.7	i	i	i	i	-0.4	i
26	Cn1cnnc1SCc1ccc(C#N)cc1	i	i	i	i	15.9	i	i	i	i	-0.5	i
27	CCN1C(=O)/C(=C\N2CCN(c3ccccc3)CC2)SC1=S	i	i	i	i	9.2	i	i	i	i	-0.2	i
28	Cc1ccc(C(=O)NNC(=O)c2cccnc2SCc2cccc([N+](=O)[O-])c2)cc1	i	i	i	i	36.3	i	i	i	i	-0.3	i
29	CCCN1CN(Cc2ccccc2)CNC1=S	i	i	i	i	1.9	i	i	i	i	-0.8	i
30	CCN(C(=O)Cn1nc(C)c([N+](=O)[O-])c1C)c1c(N)n(Cc2ccccc2)c(=O)[nH]c1=O	i	i	i	i	24.1	i	i	i	i	-1.6	i
31	O=C(/C=C/c1cccs1)NCc1cccs1	i	i	i	i	-83.2*	i	i	i	i	0.8	i
32	CCc1nc2ccccc2n1CC(=O)Nc1cc(C)on1	i	i	i	i	-6.8	i	i	i	i	-1.7	i
33	O=C(COc1ccc(S(=O)(=O)NCc2ccccc2)cc1)NCc1cccnc1	i	i	i	/	19.3	/	i	/	i	1.2	i
34	COc1ccc(CNC(=O)c2cnc3scc(C)n3c2=O)cc1	i	i	i	i	28.0	i	i	i	i	0.0	i
35	Cc1ccc(C)c(N2CCN(CCCNC(=O)Cn3cccc3C(=O)c3ccccc3)CC2)c1	i	i	i	i	37.9	i	i	i	i	-1.1	i
36	O=C(Cc1c(F)cccc1Cl)OCN1C(=O)c2ccccc2C1=O	i	i	i	i	47.6	i	i	i	i	-0.2	i
37	CC(=O)COC(=O)C1CC(=O)N(c2ccc(C)c(C)c2)C1 (stereo unspecified)	i	i	i	i	8.1	i	i	i	i	-0.3	i
38	CC(C(=O)NC1CCS(=O)(=O)C1)N1C(=O)/C(=C/c2ccc(Cl)cc2)SC1=S (stereo unspecified)	i	i	i	i	2.8	i	i	i	i	-0.4	i
39	COc1ccc(C(=O)O)cc1NC(=S)NC(=O)C(c1ccccc1)c1ccccc1	i	i	i	i	16.8	i	i	i	i	0.1	i
40	COc1ccc(NC(=O)CC(C)CC(=O)NCc2ccccc2)c(OC)c1 (stereo unspecified)	i	i	i	i	0.9	i	i	i	i	0.0	i
41	COc1ccc(C2NC(=O)C(C#N)=C(S)N2c2cccc(C)c2)cc1OC (stereo unspecified)	i	i	i	i	26.4	i	i	i	i	0.4	i
42	Fc1ccc(CNC(=S)NC2CCCC2)cc1	i	i	i	i	-50.4	i	i	i	i	-0.4	i
43	COc1ccc(CCN(C)S(=O)(=O)c2ccc(Cl)nc2)cc1OC	i	i	i	i	0.2	i	i	i	i	-0.3	i
44	CCn1c(SCC(=O)NCc2ccco2)nc2c(c1=O)SC(C)C2 (stereo unspecified)	i	i	i	i	32.1	i	i	i	i	-0.3	i
45	O=c1[nH]c(N/N=C/c2cc3c(cc2[N+](=O)[O-])OCO3)nc2ccccc12	i	i	i	i	12.8	i	i	i	i	-0.2	i
46	COc1ccc(N=C2SC(CC(=O)Nc3ccccc3)C(=O)N2Cc2ccccn2)cc1 (stereo unspecified)	i	i	i	i	12.3	i	i	i	i	1.5	i
47	COc1ccccc1NS(=O)(=O)c1cccc(C(=O)NCC(c2ccc(F)cc2)N2CCOCC2)c1 (stereo unspecified)	i	i	i	i	11.5	i	i	i	i	0.0	i
48	CC(=C/C(=O)O)/C(=C/c1ccccc1)C(=O)O	i	i	i	i	24.2	i	i	i	i	/	i
49	COc1ccc(NS(=O)(=O)c2ccc3oc(=O)ccc3c2)cc1	i	i	i	i	/	i	i	i	i	-0.6	i
50	Cc1ccc(OCC(=O)c2ccc(Cl)s2)c([N+](=O)[O-])n1	i	i	i	i	22.8	i	i	i	i	-0.8	i

# Rewritten with two lines to a compound: part of the list above.
# The line under a structure holds: TRPC6 activator	TRPC4 potent	TRPC4 agonist	MrgX1 allo act	AI-2 QS modul	MrgX1 antagonist	PolyA inh	MrgX1 ag	TRPC4 inh	HIF act	TRPC6 inhibitor
[29] CCCN1CN(Cc2ccccc2)CNC1=S
→ i	i	i	i	1.9	i	i	i	i	-0.8	i
[30] CCN(C(=O)Cn1nc(C)c([N+](=O)[O-])c1C)c1c(N)n(Cc2ccccc2)c(=O)[nH]c1=O
→ i	i	i	i	24.1	i	i	i	i	-1.6	i

# (more compounds)
nr	molecule	TRPC6 activator	TRPC4 potent	TRPC4 agonist	MrgX1 allo act	AI-2 QS modul	MrgX1 antagonist	PolyA inh	MrgX1 ag	TRPC4 inh	HIF act	TRPC6 inhibitor
51	Cc1c(N=CN2CCOCC2)c(=O)n(C)c(=O)n1C	i	i	i	i	1.3	i	i	i	i	-0.7	i
52	C=CCOc1ccc(/C=N/NC(=O)CC(=O)NC2CCCCC2)cc1	i	i	i	i	6.5	i	i	i	i	-1.1	i
53	COc1ccc(NC(=O)CSc2nnc(-c3ccco3)c(-c3ccco3)n2)cc1OC	i	i	i	i	11.0	i	i	i	i	-0.1	i
54	Cn1cnnc1SCC(=O)c1c(N)n(Cc2ccccc2)c(=O)n(C)c1=O	i	i	i	i	2.9	i	i	i	i	-0.3	i
55	CC1=C(C(=O)Nc2ccccc2)C(c2ccc(N(C)C)cc2)NC(=O)N1 (stereo unspecified)	i	i	i	i	12.6	i	i	i	i	-0.2	i
56	COC(=O)CSc1ncnc2c1cnn2-c1ccc(C)cc1C	i	i	i	i	11.2	i	i	i	i	0.0	i
57	COc1cc(C(=O)OCC(=O)NCCC2=CCCCC2)ccc1OCC(C)C	i	i	i	i	9.2	i	i	i	i	-0.1	i
58	O=C(NCc1ccccn1)c1ccc2c(=O)n3nc(Nc4ccccc4)sc3nc2c1	i	i	i	i	22.6	i	i	i	i	0.3	i
59	CCOC(=O)CSc1nnc(-c2ccc3ncccc3c2)n1C	i	i	i	i	20.8	i	i	i	i	0.6	i

# Copied from the list:
# entry 56 in HIF act: 0.0
# entry 53 in HIF act: -0.1

# From PubChem BioAssay

# Some of the compounds tested, so the mix of outcomes need not match the whole.
